TcdB GH inh – blocks C. difficile toxin B glycohydrolase activity; TcdB glycohydrolase enzymatic assay, plate reader; inhibition, % at 9.99 µM; 0.24% of 350,000 active; AID 652162; in the data active = inhibition above about 10%
CCHF vOTU inh – CCHFV vOTU protease inhibition; Pep-AMC fluorescence; 0.55% of 370,000 active; inhibition, % at 11.5 µM; in the data active = inhibition above about 30%; also: 0% = vehicle wells with enzyme and 100% = no enzyme wells
PrPC TRFRET – reduces human prion protein on the cell surface; 0.43% of 370,000 active; inhibition, % at 13.8 µM; cell surface PrPC, TR-FRET read-out; P04156; in the data active = inhibition above about 24%; also: 0% = median of the test wells and 100% = reference compound wells
Vc quorum ag – inducers of Vibrio cholerae quorum light production without autoinducers | AID 588436 | V. cholerae BH1578 lux reporter, luminescence, 6 h | activation, % at 18.7 µM | 0.16% of 350,000 active; in the data active = activation mostly above about 9.7%, no sharp cut-off; also: not every result past the cut was called active; inactives centre near 0; reference of the scale not given here
VHR inh abs – blocks human VHR1 dual specificity phosphatase | inhibition, % at 13.3 µM | 0.52% of 290,000 active | recombinant VHR phosphatase, pNPP absorbance | P51452 | AID 1654; in the data active = inhibition above about 50%; also: some compounds called inactive have numbers as strong as hits
Target sequence (P51452 whole entry, looked up): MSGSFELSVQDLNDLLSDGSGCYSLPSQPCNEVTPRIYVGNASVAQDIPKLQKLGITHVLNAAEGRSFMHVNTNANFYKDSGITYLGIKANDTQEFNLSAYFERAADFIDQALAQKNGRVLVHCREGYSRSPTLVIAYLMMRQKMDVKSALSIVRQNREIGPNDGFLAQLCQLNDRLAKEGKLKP
PriA SSB inh – inhibitors of Klebsiella pneumoniae PriA binding to SSB C-terminal tail | AlphaScreen SSBct-PriA binding, biotinylated peptide | inhibition, % at 33 µM | 0.6% of 430,000 active | AID 1272365; in the data active = inhibition mostly above about 37%, no sharp cut-off; inactive = mostly below about 20%;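 also: plate controls were negative control peptide for no effect and reference peptide for full effect; strong numbers were not always called active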
Rv3671c inh – inhibits the M. tuberculosis serine protease Rv3671c; 0.048% of 320,000 active; inhibition, % at 5.96 µM; P9WHR9; in the data active = inhibition above about 38%;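 also: extracellular domain of Rv3671c used as enzyme; 0% = enzyme with DMSO and 100% = no enzyme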
Target sequence (P9WHR9 whole entry, looked up, the tested form may be a part): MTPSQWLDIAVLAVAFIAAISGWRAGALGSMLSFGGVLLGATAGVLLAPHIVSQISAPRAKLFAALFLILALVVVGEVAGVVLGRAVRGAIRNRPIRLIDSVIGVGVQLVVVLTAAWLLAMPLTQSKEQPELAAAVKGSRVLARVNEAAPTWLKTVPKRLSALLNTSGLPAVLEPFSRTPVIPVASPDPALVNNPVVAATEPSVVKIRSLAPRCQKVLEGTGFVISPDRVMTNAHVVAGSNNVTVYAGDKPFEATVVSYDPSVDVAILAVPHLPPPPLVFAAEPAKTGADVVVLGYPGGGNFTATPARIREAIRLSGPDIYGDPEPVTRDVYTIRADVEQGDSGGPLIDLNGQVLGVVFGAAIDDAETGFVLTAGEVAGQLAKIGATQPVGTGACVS
SARS 3CLpro inh – SARS-CoV 3CLpro protease inhibition; recombinant SARS-CoV 3CLpro, quenched FRET peptide cleavage; inhibition, % at 6 µM; 0.14% of 290,000 active; AID 1706; in the data active = inhibition above about 12%
MazEF act – increases E. coli MazEF RNase cleavage of RNA; 0.32% of 350,000 active; activation, % at 20 µM; AID 504720; FAM/BHQ RNA-DNA oligo cleavage fluorescence, 5 h; P0AE70; in the data active = activation above about 50%
Target sequence (P0AE70 whole entry, looked up): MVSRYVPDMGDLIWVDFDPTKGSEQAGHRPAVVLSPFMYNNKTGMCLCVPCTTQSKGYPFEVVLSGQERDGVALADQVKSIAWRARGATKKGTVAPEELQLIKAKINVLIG
Y pestis TopoI – blocks Yersinia pestis topoisomerase I activity. activity, % at 10 µM. 0.064% of 360,000 active. Y. pestis Topo-I cleavage product accumulation, plate reader; in the data active = activity above about 50%, passing the limit was not always enough; also: inactives centre near 2
* marks the source's active call; other numbers are inactive results; i = inactive; . = not tested or not shown; & = joins results of further samples. An excerpt; the hit share may differ from the screen's.

Assay codes: A = TcdB GH inh; B = CCHF vOTU inh; C = PrPC TRFRET; D = Vc quorum ag; E = VHR inh abs; F = PriA SSB inh; G = Rv3671c inh; H = SARS 3CLpro inh; I = MazEF act; J = Y pestis TopoI
O=C(/C=C/c1cccc(C(F)(F)F)c1)OCC(=O)N1CCN(c2ccccc2)CC1
  A: 0.2	B: 14.5	C: 3.9	D: -5.6	E: .	F: -2.6	G: -1.2	H: .	I: -0.5	J: 25.9

O=C(COC(=O)/C=C/c1cccs1)Nc1cccc(S(=O)(=O)N2CCCC2)c1
  A: -0.5	B: 8.1	C: -3.0	D: -0.2	E: 8.6	F: 1.1	G: -19.0	H: 1.8	I: 1.3	J: -8.9

CCN(Cc1ccccc1)C(=O)Cc1ccc(OC)c(S(=O)(=O)N2CCOCC2)c1
  A: -0.8	B: -11.8	C: 1.5	D: -5.0	E: .	F: -5.6	G: -3.7	H: .	I: 3.4	J: -3.2

COc1ccc(N2CCN(C(=O)CN(C)S(=O)(=O)c3cc(C)ccc3OC)CC2)cc1
  A: -1.3	B: 3.2	C: -3.7	D: -0.2	E: 18.6	F: 3.5	G: -1.7	H: 2.7	I: -6.9	J: 1.4

COc1cc2c(cc1OC)CN(c1ccc([N+](=O)[O-])cc1C#N)CC2
  A: -0.4	B: 5.3	C: -19.3	D: -0.4	E: -12.9	F: 16.1	G: 0.6	H: 2.4	I: 1.7	J: 2.2

CCOC(=O)C1CCN(C(=O)c2ccc(NS(=O)(=O)c3ccc4[nH]c(=O)[nH]c4c3)cc2)CC1
  A: 0.8	B: -5.6	C: -0.3	D: -10.9	E: .	F: -12.0	G: .	H: .	I: -0.5	J: 0.0

Cc1ccc(-c2nc(C#N)c(NCCCn3ccnc3)o2)cc1
  A: 0.9	B: -56.5	C: 8.0	D: i	E: -0.4	F: 4.9	G: 5.9	H: -2.0	I: -10.3	J: 40.4

O=C(CCc1c[nH]c2ccccc12)NC(Cc1ccccc1)C(=O)O (stereo not given)
  A: -0.7	B: -11.1	C: 4.8	D: i	E: 23.3	F: -4.8	G: -16.5	H: -5.5	I: 3.7	J: 1.3

C[C@@H]1CN([C@@H](C)CO)C(=O)c2cc(Br)cnc2O[C@H]1CN(C)S(=O)(=O)c1ccccc1
  A: 0.0&-6.7&-3.5	B: -6.0	C: -5.9	D: -0.6	E: .	F: .	G: .	H: .	I: 3.5	J: 17.9

CCOc1ccc(NC(=O)CN(C)C(=O)c2sccc2-c2ccccc2)cc1OCC
  A: 1.2	B: -5.9	C: 2.9	D: 0.9	E: .	F: 12.2	G: .	H: .	I: -10.3	J: -3.0

CC(/C=N/Nc1nnc(C)c(=O)[nH]1)=C\c1ccccc1
  A: 0.1	B: 7.8	C: -3.0	D: -0.4	E: 26.1	F: .	G: -7.0	H: 3.1	I: 1.3	J: 1.7

COc1ccccc1C=CC(=O)C=Cc1ccccc1OC
  A: 2.0	B: 15.6	C: -0.7	D: -0.3	E: .	F: -5.7	G: .	H: .	I: -1.4	J: 11.5

CC(OC(=O)CCN=C1NS(=O)(=O)c2ccccc21)C(=O)N(C)c1ccccc1 (stereo not given)
  A: 1.4	B: -2.8	C: 8.5	D: i	E: .	F: -9.4	G: 4.0	H: .	I: 1.5	J: -5.0

CN(C(=O)COc1cc(C(F)(F)F)nn1C)c1ccccc1
  A: 0.1	B: 1.9	C: 4.1	D: -0.7	E: 41.0	F: 0.7	G: 5.3	H: 0.3	I: 12.9	J: -0.6

CS(=O)(=O)N1N=C(c2ccc3nccnc3c2)CC1c1ccccc1 (stereo not given)
  A: -11.6	B: -6.4	C: -3.9	D: -0.4	E: 21.3	F: -6.7	G: -2.9	H: -1.7	I: 5.0	J: 7.8

O=C(CSc1nnnn1-c1ccccc1)N1CCc2ccccc21
  A: .	B: -5.2	C: 0.7	D: i	E: -3.4	F: 11.2	G: 0.8	H: 0.6	I: -0.7	J: 0.4

CC(OC(=O)c1cccc(S(=O)(=O)N(C)C)c1)C(=O)NCC(=O)Nc1ccc(F)c(F)c1F (stereo not given)
  A: 2.2	B: 3.0	C: 4.2	D: -2.7	E: .	F: -0.3	G: .	H: .	I: 5.0	J: -0.8

Cn1nccc1NC(=O)Nc1ccc(Cl)cc1
  A: 2.1	B: -10.4	C: 8.1	D: -0.6	E: 8.4	F: -8.0	G: 2.0	H: -3.8	I: -2.3	J: -2.3

CN(CC(=O)Nc1c(Cl)cccc1Cl)C(=O)Cc1cccs1
  A: 0.7	B: 11.5	C: -0.5	D: 11.4	E: .	F: -0.7	G: -14.6	H: .	I: -4.5	J: -1.3

CSc1nc(N)nc2c1ncn2CC(=O)NCCNc1ccc([N+](=O)[O-])cn1
  A: 0.1	B: 8.9	C: -13.8	D: -1.6	E: .	F: 5.6	G: -1.8	H: .	I: 8.8	J: -0.6

O=C(Nc1ccc(F)cc1)c1cccc(NC(=O)C2C3CC4OC(=O)C2C4C3)c1 (stereo not given)
  A: .	B: 0.4	C: -2.4	D: -0.5	E: 5.7	F: -3.6	G: 1.6	H: -0.9	I: -3.1	J: 1.3

COc1cccc(N2C(=O)CC(N3CCN(S(=O)(=O)c4ccccc4[N+](=O)[O-])CC3)C2=O)c1 (stereo not given)
  A: 0.9	B: -1.9	C: -5.4	D: i	E: .	F: -13.8	G: .	H: .	I: -0.1	J: 10.7

COc1ccc(C2CC(c3cccs3)=NN2c2nc(-c3ccccc3)cs2)cc1OC (stereo not given)
  A: 0.6	B: -11.8	C: -3.4	D: i	E: 2.6	F: 2.7	G: -5.9	H: 2.0	I: -1.1	J: 0.3

Cc1ccc(NC(=S)Nc2ccc(F)cc2)cc1C
  A: -0.2	B: -16.9	C: 1.9	D: i	E: -4.9	F: 2.5	G: 6.6	H: 1.3	I: -7.7	J: 0.2

Structural class, those above with a halogen (8)
Assay codes: A = TcdB GH inh; B = CCHF vOTU inh; C = PrPC TRFRET; D = Vc quorum ag; E = VHR inh abs; F = PriA SSB inh; G = Rv3671c inh; H = SARS 3CLpro inh; I = MazEF act; J = Y pestis TopoI
O=C(/C=C/c1cccc(C(F)(F)F)c1)OCC(=O)N1CCN(c2ccccc2)CC1
  A: 0.2	B: 14.5	C: 3.9	D: -5.6	E: .	F: -2.6	G: -1.2	H: .	I: -0.5	J: 25.9

C[C@@H]1CN([C@@H](C)CO)C(=O)c2cc(Br)cnc2O[C@H]1CN(C)S(=O)(=O)c1ccccc1
  A: 0.0&-6.7&-3.5	B: -6.0	C: -5.9	D: -0.6	E: .	F: .	G: .	H: .	I: 3.5	J: 17.9

CN(C(=O)COc1cc(C(F)(F)F)nn1C)c1ccccc1
  A: 0.1	B: 1.9	C: 4.1	D: -0.7	E: 41.0	F: 0.7	G: 5.3	H: 0.3	I: 12.9	J: -0.6

CC(OC(=O)c1cccc(S(=O)(=O)N(C)C)c1)C(=O)NCC(=O)Nc1ccc(F)c(F)c1F (stereo not given)
  A: 2.2	B: 3.0	C: 4.2	D: -2.7	E: .	F: -0.3	G: .	H: .	I: 5.0	J: -0.8

Cn1nccc1NC(=O)Nc1ccc(Cl)cc1
  A: 2.1	B: -10.4	C: 8.1	D: -0.6	E: 8.4	F: -8.0	G: 2.0	H: -3.8	I: -2.3	J: -2.3

CN(CC(=O)Nc1c(Cl)cccc1Cl)C(=O)Cc1cccs1
  A: 0.7	B: 11.5	C: -0.5	D: 11.4	E: .	F: -0.7	G: -14.6	H: .	I: -4.5	J: -1.3

O=C(Nc1ccc(F)cc1)c1cccc(NC(=O)C2C3CC4OC(=O)C2C4C3)c1 (stereo not given)
  A: .	B: 0.4	C: -2.4	D: -0.5	E: 5.7	F: -3.6	G: 1.6	H: -0.9	I: -3.1	J: 1.3

Cc1ccc(NC(=S)Nc2ccc(F)cc2)cc1C
  A: -0.2	B: -16.9	C: 1.9	D: i	E: -4.9	F: 2.5	G: 6.6	H: 1.3	I: -7.7	J: 0.2

Screens (PubChem BioAssay)
